S1P4 antagonist: blocks the human S1P4 receptor. O95977. S1P4-expressing cells, antagonist mode, reporter read-out. inhibition, % at 4.98 µM. actives 0.26% (n = 220,000); in the data active means inhibition above about 29%;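 further: 0% = wells stimulated with agonist and 100% = vehicle wells without agonist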
Target sequence (O95977 whole entry, looked up): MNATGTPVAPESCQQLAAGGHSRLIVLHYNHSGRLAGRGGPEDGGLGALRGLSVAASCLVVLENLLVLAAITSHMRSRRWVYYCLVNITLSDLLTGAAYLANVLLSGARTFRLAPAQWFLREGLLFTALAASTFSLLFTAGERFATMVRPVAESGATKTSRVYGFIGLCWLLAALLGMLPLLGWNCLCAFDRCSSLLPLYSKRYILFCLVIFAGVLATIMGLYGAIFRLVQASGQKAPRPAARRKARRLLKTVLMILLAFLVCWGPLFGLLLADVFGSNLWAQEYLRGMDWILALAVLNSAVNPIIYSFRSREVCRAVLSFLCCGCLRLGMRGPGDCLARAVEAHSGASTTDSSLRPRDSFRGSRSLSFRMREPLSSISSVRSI
TRPN1 ag: agonists of zebrafish TRPN1 channel; actives 0.18% (n = 220,000); AID 1424; activation, % at 3 µM; HEK293 zebrafish TRPN1-YFP, Fluo-8 calcium fluorescence; 100% = response to 87 µM carbachol;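 active means activation above its plate's cutoff, the mean activation of test wells on that plate plus 3 SD, cut at about 19% in these data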;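 further: 0% = DMSO alone and 100% = 87 µM carbachol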
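Control set: carbachol 87 µM as high control, DMSO as low control; system: HEK293 stable line with zebrafish TRPN1-YFP; read-out: % activation versus carbachol response; detection: intracellular calcium fluorescence with Fluo-8; doses: single test compound dose, 3 µM nominal, 0.3% DMSO; schedule: dye 1 h 37 °C plus 30 min RT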
Calpain2 inh: blocks pig calpain II enzyme activity; AID 1236; actives 0.37% (n = 220,000); purified calpain II, fluorogenic peptide substrate, 30 min; inhibition, % at 16 µM;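 active means inhibition above about 50%, limit read from the data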
EP2 modulator: modulators of human EP2 prostaglandin E2 receptor. P43116. EP2-expressing cells, cAMP HTRF FRET, PGE2 co-stimulation. induction, % at 25 µM. actives 0.83% (n = 260,000). AID 940;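 active means compounds whose cAMP rise, as percent of the full-agonist control response, exceeds 60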;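 further: rat C6 glioma line stably carrying human EP2 under a CMV promoter; the protocol text gives 20 µM as final concentration; 100% = response of wells given 1 µM PGE2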
PERK inh: inhibitors of human PERK kinase. AID 1416. CHO PERK-DD fusion, SEAP luminescence translation reporter. actives 0.17% (n = 220,000). inhibition, % at 5.6 µM. Q9NZJ5;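 active means inhibition above the mean inhibition of all tested compounds plus 3 SD, set separately per screening campaign, cut at about 2.9% in these data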;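 further: PERK kinase domain activated by AP20187 dimerizer at 100 nM; 0% = DMSO with dimerizer and 100% = rapamycin at 8.4 µM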
TRPML3 agonist: activates the human TRPML3 channel. Q8TDD5. HEK293 TRPML3-YFP, Fluo-8 calcium fluorescence; 100% = the carbachol control signal. activation, % at 3 µM. actives 0.29% (n = 220,000). AID 1448;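 active means activation above its plate's cutoff, the mean activation of the plate's test wells plus 3 SD, cut at about 12% in these data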;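 further: 0% = DMSO only wells and 100% = carbachol wells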
Target sequence (Q8TDD5 whole entry, looked up): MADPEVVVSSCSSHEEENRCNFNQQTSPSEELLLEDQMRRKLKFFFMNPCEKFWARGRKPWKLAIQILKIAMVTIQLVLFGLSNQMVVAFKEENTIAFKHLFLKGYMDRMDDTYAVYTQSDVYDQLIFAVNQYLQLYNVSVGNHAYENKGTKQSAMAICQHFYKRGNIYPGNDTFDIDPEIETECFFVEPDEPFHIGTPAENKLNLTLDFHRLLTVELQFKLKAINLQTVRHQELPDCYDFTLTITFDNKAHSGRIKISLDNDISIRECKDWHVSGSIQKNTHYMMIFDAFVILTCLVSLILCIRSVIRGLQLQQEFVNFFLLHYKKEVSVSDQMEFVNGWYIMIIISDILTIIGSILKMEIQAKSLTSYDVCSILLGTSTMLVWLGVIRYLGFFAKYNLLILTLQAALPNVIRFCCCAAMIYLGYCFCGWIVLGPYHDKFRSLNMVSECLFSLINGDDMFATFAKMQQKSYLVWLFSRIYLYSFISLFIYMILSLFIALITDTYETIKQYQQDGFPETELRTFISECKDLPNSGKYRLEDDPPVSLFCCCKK
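Material: TRPML3-YFP stable HEK293 cells | Dosing: One concentration, 3 µM nominal, 0.3% DMSO | Timing: 125 s total fluorescence read per well | Technique: Fluo-8 calcium dye fluorescence, ex 470-495, em 515-575 nm | Measure: Percent activation from peak-to-basal fluorescence ratio, scaled between DMSO and carbachol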
S1P4 agonist: agonists of human S1P4 receptor. O95977. S1P4-expressing cell line, agonist reporter assay. activation, % at 4.98 µM. actives 0.35% (n = 220,000). AID 1509; in the data active means activation above about 11%;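 further: 0% = DMSO vehicle and 100% = reference agonist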
Ba/F3 V617F tox: lowers viability of Ba/F3 cells expressing EpoR and JAK2V617F; actives 1.1% (n = 220,000); inhibition, % at 5.6 µM; ATP luminescence;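 active means inhibition above the campaign mean plus 3 SD over all tested compounds, cut at about 24% in these data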;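 further: cytokine-independent growth of Ba/F3 cells driven by EpoR plus mutant JAK2; 0% = DMSO-treated cells and 100% = JAK inhibitor I control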
BaF3 parental: reduces parental Ba/F3 cell viability, JAK2V617F counter-screen. actives 1.1% (n = 220,000). inhibition, % at 5.6 µM. CellTiter-Glo ATP luminescence. AID 1486;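 active means inhibition above a per-campaign cutoff, the mean inhibition of all tested compounds plus 3 SD, cut at about 27% in these data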;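 further: 0% = DMSO wells and 100% = JAK Inhibitor I control wells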
* marks the source's active call; other numbers are inactive results; i = inactive; . = no result given.

SMILES	S1P4 antagonist	TRPN1 ag	Calpain2 inh	EP2 modulator	PERK inh	TRPML3 agonist	S1P4 agonist	Ba/F3 V617F tox	BaF3 parental
C/C(CC(=O)NCc1ccco1)=N\NC(=O)C(c1ccccc1)c1ccccc1	-1	-0.1	2	24	1.1	0.0	-1.4	1	3
CN(C)c1cccc2c(/C=N/O)ccc(N(C)C)c12	9	1.5	11	-16	-0.2	0.8	0.7	3	1
Cc1ccc(-c2csc(NC(=O)COc3ccc(N(C)S(=O)(=O)c4ccc(C)cc4)cc3)n2)cc1	-8	0.7	-43	-14	0.6	0.3	1.8	-2	6
CCCSc1ncnc2c1oc1ccccc12	-3	0.2	19	66*	0.3	-0.1	1.2	4	9
CN(C)c1ccc2c(=O)[nH][nH]c(=O)c2c1	-8	1.7	-150	28	1.5	-0.4	0.2	1	6
Cc1cc(/C=C2\NC(=S)NC2=O)c(C)n1-c1cccnc1	17	-1.3	-17	-23	0.3	-0.2	0.6	1	-4
CCOc1cccc2sc(N(CCN(CC)CC)C(=O)c3ccc(S(=O)(=O)N4CCCCC4)cc3)nc12	-11	-1.1	-6	-4	0.2	1.6	0.8	3	9
COc1ccc(C(=O)COC(=O)c2ccc(OC)c(OC)c2)cc1OC	-15	-1.0	-36	16	-0.7	0.4	-1.3	-2	2
CCC1CO/C(=C(\C(=C(Cl)Cl)N2CCOCC2)[N+](=O)[O-])N1 (centres undefined)	-2	1.9	0	5	0.2	1.0	2.9	0	6
O=c1cc(CN2CCN(S(=O)(=O)c3ccc4ccccc4c3)CC2)nc2sccn12	-9	-0.6	-19	15	0.8	0.9	-0.6	4	9
CCOC(=O)c1nc(C)nc(Sc2n[nH]c(-c3cc(Cl)cc(Cl)c3)n2)c1C	11	-0.6	9	-26	0.3	0.9	1.4	-5	4
O=C(CCn1c(=O)sc2ccccc21)NCc1ccccc1	-13	0.3	0	3	1.2	0.3	-0.1	0	6
O=C(O)c1ccccc1CSc1nc2ccccc2o1	2	-0.8	-10	16	-0.1	-1.1	0.2	-2	-2
OC1CCCN(C(=S)Nc2ccc(SC(F)F)cc2)C1 (centres undefined)	-6	0.6	17	-5	0.1	0.1	-1.4	-2	1
O=C(Nc1ccc(Cl)cc1)N1CCOC12CCC1(CC2)OCCO1	21	1.3	-11	2	1.5	0.8	0.2	0	8
C=CCNC(=S)NNC(=O)c1ccc(C)c(Cl)c1	3	0.6	19	-10	0.7	-0.2	2.4	2	9
CCCC(=O)OCC(=O)Nc1ccccc1C#N	-4	-0.4	0	0	0.9	0.5	2.3	-1	4
Cc1scc(C(=O)N/N=C/c2ccc(Cl)s2)c1C	-11	-1.6	8	-39	0.5	0.0	1.2	-1	4
Cc1[nH]nc2c1C1(C(=O)Nc3ccc([N+](=O)[O-])cc31)C(C#N)=C(N)O2 (centres undefined)	-11	-0.3	-16	15	-0.1	0.8	-0.7	-5	-1
CNC(=O)c1cc2cc(OC)ccc2n1CCN(C)C	-10	0.7	-196	13	-0.1	0.5	1.2	3	5
O=C(Cc1ccccc1)NS(=O)(=O)c1ccc(N=NN2CCOCC2)cc1	-23	-1.7	-16	-3	0.7	0.1	1.4	-3	1
COc1ccc(CCNC(=O)CSC(=O)c2ccccc2)cc1OC	-18	0.8	-9	-4	-0.3	0.2	-1.1	1	5
CCC1CSC(Nc2ccc(C(=O)/C=C/c3cccc(C)c3)cc2)=N1 (centres undefined)	7	0.0	12	-8	-0.1	0.2	-2.1	4	10
O=C(Nc1ccccc1Cl)c1csc(-c2cccnc2)n1	4	0.6	-5	-65	-0.5	0.1	0.4	-2	-1
Cc1ccc(NC(=O)CS(=O)CC(=O)NCCCc2ccccc2)cc1Cl (centres undefined)	-6	-1.0	-3	-41	0.8	-0.3	-0.2	-2	8
O=C(c1ccc([N+](=O)[O-])o1)N1CCOCC1	18	1.7	-11	4	0.4	1.0	0.8	-2	2
O=c1cc(-c2ccccc2)[nH]c2nc3ccccc3n12	-19	2.1	-202	-26	-1.4	0.4	0.5	5	8
CCOCCCn1c(C)nc2c(c1=O)c1nc3ccccc3nc1n2CCC1=CCCCC1	-19	0.5	-189	33	-0.7	-0.1	-1.4	-3	2
CN1CCN(c2ccc(S(=O)(=O)N3CCCCC3)cc2NC(=O)Cc2ccccc2F)CC1	-20	-0.2	6	5	-0.4	0.7	0.5	-2	5
O=c1cc(CSc2nnc(-c3cccs3)n2Cc2ccccc2)nc2sc3ccccc3n12	-7	2.4	-170	-25	-0.4	-0.8	-0.9	43*	55*
O=C(/C=C/c1ccccc1)NC(=S)NNC(=O)c1cccnc1	6	1.1	25	-8	0.3	1.0	-0.6	-3	-1
O=C(N/C(=C\c1ccccc1)C(=O)N1CCN(CCO)CC1)c1ccccc1	-7	0.9	-16	3	1.2	1.1	1.1	-1	5
CCOC(=O)C1=C(c2ccccc2)N=c2s/c(=C\c3ccc(O)cc3)c(=O)n2C1c1cccs1 (centres undefined)	-2	2.5	-68	35	-0.6	1.6	-5.1	-2	1
COc1cc2c(cc1OC)C(=S)NC(C)(C)C2	-6	0.8	4	1	0.1	-0.1	-4.2	-4	2
O=C1c2cccc3cccc(c23)C(=O)N1CCN1CCN(C(=S)Nc2ccc(F)cc2)CC1	-10	0.2	29	2	0.2	0.5	1.0	2	5
Cc1ccc(NC(=O)CSc2nnc(C)n2CC2CCCO2)cc1 (centres undefined)	4	1.5	-13	31	1.3	1.2	0.2	-1	1
Cc1ccc(-n2ncc3c2ncn2c(C)nnc32)cc1C	5	0.5	-6	26	0.4	0.1	2.6	-1	0
Cc1cccc2nc(CSc3nc4cc([N+](=O)[O-])ccc4s3)cn12	0	0.6	10	-33	0.6	-0.3	0.2	3	3
CC1CCN(C(=O)c2scc3c2OCCO3)CC1	-27	-0.1	9	22	2.7	-0.4	2.6	1	3
Cn1c(=O)c2c(nc(NCCCO)n2Cc2cccc(Br)c2)n(C)c1=O	-36	-0.3	-27	15	-0.5	0.2	2.0	-1	4
CN(NC(=O)Nc1ccc(Cl)cc1)c1ncc(C(F)(F)F)cc1Cl	-5	0.0	.	.	0.8	-0.2	-0.5	4	2
Cc1c(OCc2ccccc2)c(=O)ccn1Cc1ccc(F)cc1	-11	-1.3	-9	2	-0.4	-0.3	1.6	-1	4
CCN1C(=O)C2(C(C(=O)c3cc4ccccc4o3)=C(O)C(=O)N2CCCN2CCOCC2)c2ccccc21 (centres undefined)	4	2.7	16	58	0.5	0.9	-1.8	2	1
Cc1ccc(-c2cn3c(=S)[nH]nc3s2)cc1	-1	-0.2	4	13	0.5	-0.5	1.7	-5	0
CCN1CCC[C@H]1CNC(=O)c1cc(S(N)(=O)=O)ccc1OC	1	0.3	10	8	1.2	0.6	0.1	-4	-1
COc1ccccc1C1C(C(=O)c2sc(C)nc2C)=C(O)C(=O)N1CCN1CCOCC1 (centres undefined)	-15	2.8	-11	1	0.5	0.2	2.3	1	6
COc1ccccc1NC(=O)C1=C(C)NC(=O)NC1c1cccc(OC)c1OC (centres undefined)	-13	0.1	-32	-12	-0.8	-0.2	2.4	-6	1
Cc1ccc(CNc2ccc(N3CCOCC3)cc2)s1	-8	0.0	-17	20	-1.2	0.0	-1.4	-1	1

Structural class, those above with a cyano group (two)
SMILES	S1P4 antagonist	TRPN1 ag	Calpain2 inh	EP2 modulator	PERK inh	TRPML3 agonist	S1P4 agonist	Ba/F3 V617F tox	BaF3 parental
CCCC(=O)OCC(=O)Nc1ccccc1C#N	-4	-0.4	0	0	0.9	0.5	2.3	-1	4
Cc1[nH]nc2c1C1(C(=O)Nc3ccc([N+](=O)[O-])cc31)C(C#N)=C(N)O2 (centres undefined)	-11	-0.3	-16	15	-0.1	0.8	-0.7	-5	-1

(listing goes on)
SMILES	S1P4 antagonist	TRPN1 ag	Calpain2 inh	EP2 modulator	PERK inh	TRPML3 agonist	S1P4 agonist	Ba/F3 V617F tox	BaF3 parental
Nc1ncc(-c2ccccc2)n1CC1CCCO1 (centres undefined)	-9	0.7	-11	-2	0.7	0.1	1.8	-2	5
COC(=O)CCSCC(=O)N1N=C(c2ccc(OC)cc2)CC1c1cccc(OC)c1OC (centres undefined)	-2	-0.7	-22	19	0.7	0.6	0.5	2	5
Cc1c(C#N)c(NC(=O)CCl)n(Cc2cccs2)c1C	1	-0.2	9	-16	-0.4	-0.3	1.8	36*	0
Cc1[nH]nc(Nc2ccc(Br)cc2)c1[N+](=O)[O-]	6	0.3	-10	-51	-0.3	-0.4	-0.9	1	5
COc1ccc(OC)c(CN2CCC(CNC(=O)Nc3cccc(Cl)c3)CC2)c1	0	0.5	43	-51	0.1	1.4	-0.1	5	8
Cc1ccc(-c2csc(NNC(=O)c3ccccc3)n2)cc1	-26	-1.2	-13	-6	0.0	0.4	1.5	1	8
CCc1nnc(NC(=O)c2ccc(S(=O)(=O)N(CC)CC)cc2)s1	-10	0.7	6	-13	0.7	0.2	-0.7	-2	1
Cc1oc(-c2ccc(C(F)(F)F)cc2)nc1CN(Cc1ccccn1)C[C@@H]1CCC(=O)N1	-8	-1.5	-35	3	1.3	-0.5	-0.3	2	4
CN1C(=S)SC(/[N+]([O-])=C/c2c(F)cccc2Cl)C1(C)C (centres undefined)	8	2.1	8	-10	0.7	0.7	0.2	-6	1
CC(C)CNC(=O)Nc1ccc(F)c(Cl)c1	-6	5.4	26	-56	1.7	2.3	-3.3	3	4
Cc1ccc(CN2CCN(/N=C/c3ccc(Cl)c([N+](=O)[O-])c3)CC2)cc1	1	2.0	19	-30	-0.3	0.7	-1.3	3	6
COc1ccccc1C(=O)C1CCCN(Cc2cccc3nccnc23)C1 (centres undefined)	0	-0.5	-17	-28	-0.5	0.5	-0.7	0	0
Cc1nc2cc(NC(=O)NCc3ccc4c(c3)OCO4)ccc2o1	-21	0.1	8	19	-0.7	-0.2	-1.0	6	2
N=C1c2c(cc(=O)n3c2[nH]c2ccccc23)CN1CCN1CCOCC1	-1	0.5	i	-14	1.5	0.6	-0.2	2	0
O=[N+]([O-])c1cccc(CSc2nc3ccccc3[nH]2)c1	-9	-2.0	-5	9	-0.6	-0.9	-0.7	-2	1
CN(C)c1ccc(P(=O)(Nc2cccc(C(F)(F)F)c2)N2CCOCC2)c(NC(=O)c2cccs2)c1 (centres undefined)	-6	0.2	-40	8	0.3	0.1	-0.4	-2	3
Cc1cccc(C(=O)NC(=S)NNC(=O)c2ccccc2Cl)c1	-4	34*	-32	-48	1.4	13*	-0.3	-1	3
O=C(Cc1ccccc1)NC(Nc1ccccc1)C(Cl)(Cl)Cl (centres undefined)	-23	-1.9	11	-7	-0.3	0.0	-1.6	-3	3
C=CCNC(=S)/C(=C(\[O-])c1ccc(Cl)cc1)[n+]1ccccc1	-2	-0.1	6	-3	1.9	-0.1	0.0	-3	5
CCCOc1ccc(OCCOCCN2CCc3ccccc3C2)cc1	5	-0.3	-2	-18	-2.2	1.6	-4.2	2	6
CNC(=O)CN(C)S(=O)(=O)c1ccc(OC)c(Cl)c1	-12	-0.9	-19	20	1.0	0.2	2.8	-4	1

TRPML3 agonist, what is marked active above
| SMILES | S1P4 antagonist | Calpain2 inh | EP2 modulator | PERK inh | TRPML3 agonist | S1P4 agonist |
| --- | --- | --- | --- | --- | --- | --- |
| Cc1cccc(C(=O)NC(=S)NNC(=O)c2ccccc2Cl)c1 | -4 | -32 | -48 | 1.4 | 13* | -0.3 |

Source: PubChem BioAssay (several laboratories)
